# DRD3 agonist = agonists of human D3 dopamine receptor. P35462. D3R DiscoveRx beta-arrestin cells, luminescence, 90 min. max activation, %. 410,000 compounds, 0.58% hits. AID 652048; in the data active = max activation above about 30%; note: 0% is about no effect; mostly tested at two doses, the higher about 12 µM
#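 Agonist-mode cell screen: cells plated at 1500/well and incubated overnight at 37 °C, then exposed to library compounds for 90 min at 37 °C. Detection reagent was added for 30–60 min at room temperature, and luminescence was read.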
# KB-V1 MDR tox = KB-V1 MDR subline cytotoxicity. Potency, µM (top dose mostly 46.1 µM), without a hit: at the highest dose activity change, negative = cytotoxicity, usual class: cytotoxic. KB-V1 MDR cells viability, CellTiter-Glo, 72 h. AID 1347076. 400,000 compounds, 3.4% hits; note: potency is the fitted concentration of half-maximal effect; % is set by controls: 0 for no effect and ±100 for the full control effect; nearly all actives have a fitted effect of over 60% in size
#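 Luminescent ATP read-out (CellTiter-Glo, 10 min) measures survival of drug-selected KB-V1 MDR cells after 72 h, 37 degrees C compound exposure. Medium: phenol-red-free DMEM, 10% FBS. Values from fitted concentration-response curves.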
# GLP1R inv ag = acts as inverse agonist at human GLP-1 receptor; P43220; HEK293 GLP-1R CRE-luciferase, luminescence, 24 h; GLP-1R form is constitutively active; Potency, µM (highest dose often 38.3 µM), inactives show top-dose activity change, negative = inhibition, most hits filed as inhibitors; 410,000 compounds, 1.6% hits; AID 624417; note: potency is the fitted concentration of half-maximal effect; % is set by controls: 0 for no effect and ±100 for the full control effect; nearly all actives have a fitted effect of over 55% in size
# Target sequence (P43220 whole entry, looked up): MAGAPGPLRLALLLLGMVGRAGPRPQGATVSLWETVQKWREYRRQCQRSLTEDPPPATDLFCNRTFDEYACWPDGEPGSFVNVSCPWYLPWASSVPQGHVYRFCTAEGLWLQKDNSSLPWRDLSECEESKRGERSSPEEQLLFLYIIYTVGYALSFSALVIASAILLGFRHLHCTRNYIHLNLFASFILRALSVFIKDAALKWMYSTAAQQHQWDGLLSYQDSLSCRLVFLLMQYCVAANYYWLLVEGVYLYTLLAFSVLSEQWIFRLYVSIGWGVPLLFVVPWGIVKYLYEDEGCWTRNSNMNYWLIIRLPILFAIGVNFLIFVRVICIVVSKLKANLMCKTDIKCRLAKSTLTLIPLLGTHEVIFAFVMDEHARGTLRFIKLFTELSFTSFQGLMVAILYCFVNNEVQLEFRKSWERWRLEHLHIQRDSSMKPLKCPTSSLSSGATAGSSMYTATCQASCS
#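 HEK293 cells stably co-expressing constitutively active GLP-1R and a cAMP-responsive luciferase reporter were seeded in DMEM with 10% Nu serum, given compounds after 12 h, and incubated 24 h at 37 deg C. Luminescence was then read.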
# PTHR1 agonist = agonists of human PTHR1 parathyroid hormone receptor. Q03431. HEK293 GP2 PTHR1 cells, GloSensor cAMP luminescence, 1 h. Potency, µM (series often up to 115 µM), without a hit: at the top dose activation, actives largely listed as activators. 410,000 compounds, 0.075% hits. AID 743266; note: potency is the fitted concentration of half-maximal effect; nearly all actives have a fitted effect of over 55% in size; some results filed as inactive show a strong effect at the top dose; inactives centre near -15; many of its hits are not listed in these tables
# Target sequence (Q03431 whole entry, looked up): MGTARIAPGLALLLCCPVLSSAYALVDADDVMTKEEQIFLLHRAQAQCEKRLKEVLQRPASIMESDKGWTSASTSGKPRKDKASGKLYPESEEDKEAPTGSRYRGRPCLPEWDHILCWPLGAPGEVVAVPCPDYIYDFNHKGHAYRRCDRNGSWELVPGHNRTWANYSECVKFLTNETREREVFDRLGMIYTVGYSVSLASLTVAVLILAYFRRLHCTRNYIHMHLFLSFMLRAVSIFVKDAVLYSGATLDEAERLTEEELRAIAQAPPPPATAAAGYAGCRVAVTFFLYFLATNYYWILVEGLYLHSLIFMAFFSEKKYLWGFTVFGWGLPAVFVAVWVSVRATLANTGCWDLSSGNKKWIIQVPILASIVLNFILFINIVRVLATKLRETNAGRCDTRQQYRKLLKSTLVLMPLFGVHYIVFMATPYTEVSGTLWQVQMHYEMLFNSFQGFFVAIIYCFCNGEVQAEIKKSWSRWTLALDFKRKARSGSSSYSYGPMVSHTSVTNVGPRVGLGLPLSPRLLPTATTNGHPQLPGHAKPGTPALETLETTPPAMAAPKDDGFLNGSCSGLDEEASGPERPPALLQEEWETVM
#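 HEK-293-derived GP2 cells expressing PTHR1 and a GloSensor cAMP reporter, 3,000/well, plated overnight, given luciferin plus IBMX (each 0.5 mM as added) for 1 h at 37 °C, then compound for 1 h at 37 °C. Luminescence was read after 15 min at room temperature.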
# GLP-1R agonist = activates the human GLP-1 receptor | P43220 | HEK293 GLP-1R CRE-luciferase, luminescence, 4-6 h; cells express a hypersensitive GLP-1R form | Potency, µM (series often up to 45.6 µM), without a hit: at the highest dose activation, actives largely listed as activators | 380,000 compounds, 0.007% hits; note: potency is the fitted concentration of half-maximal effect; % of control where 0% means no effect
# HEK293 tox = cytotoxicity counter-screen for GLP-1 receptor inverse agonists. HEK293 cAMP-luciferase reporter cells, luminescence, 24 h. Potency, µM (titrated, usually from 38.3 µM), inactives show at the highest dose activity change, negative = inhibition, usual class: inhibitors. 410,000 compounds, 0.13% hits;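 note: loss of luciferase light is scored as toxicity; potency is the fitted concentration of half-maximal effect; % is set by controls: 0 for no effect and ±100 for the full control effect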
#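 Cells in DMEM/10% Nu serum/1% pen-strep, 1536-well format. Pre-incubated 12 h, dosed with 23 nL compound, incubated a further 24 h. Luciferase detection, 12 min at room temp, luminescence.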
# TDP43 rescue = TDP-43 toxicity inhibition in yeast; TDP-43 expressing yeast growth rescue, BacTiter-Glo, 24 h; Potency, µM (series often up to 46.1 µM), without a hit: at the highest dose growth rescue (activation), hits mostly activators; 410,000 compounds, 1.8% hits; note: potency is the fitted concentration of half-maximal effect; % of control where 0% means no effect; nearly all actives have a fitted effect of over 50% in size
#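 Galactose-induced TDP-43 yeast, OD600=0.02, compound pinned; 24 hr, 30 deg C; BacTiter-Glo luminescence for growth. Inhibitors of TDP-43 toxicity read as activators.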
# D3 antag = blocks the human D3 dopamine receptor; P35462; D3R cells, DiscoveRx beta-arrestin luminescence, antagonist mode; stronger effect = lower value; AID 652054; max response, negative = inhibition, %; 360,000 compounds, 2.5% hits; in the data active = max response below about -50%; inconclusive = no clear call, values can overlap the other calls; note: % is set by controls: 0 for no effect and ±100 for the full control effect; mostly tested at two doses, the higher about 12 µM
#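 Cells plated overnight at 1500 cells/well, then exposed to library compounds with dopamine controls for 90 minutes at 37 degrees C. DiscoveRx reagent added for 30–60 minutes at room temperature; luminescence read, quantitative HTS format.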
# aSyn rescue = rescues yeast growth from alpha-synuclein toxicity. Yeast expressing alpha-synuclein, growth rescue, BacTiter-Glo, 24 h. 370,000 compounds, 0.14% hits. Potency, µM (highest dose often 46.1 µM), without a hit: at the highest dose growth rescue (activation), usual class: activators. AID 652106; note: potency is the fitted concentration of half-maximal effect; % of control where 0% means no effect; nearly all actives have a fitted effect of over 65% in size
#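 Readout is rescue of growth in alpha-synuclein-expressing yeast, so inhibitors of toxicity appear as activators. Growth after 24 hr at 30 deg C in galactose medium is quantified by luminescence.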
# Numbers without * were called inactive; i = inactive; u = inconclusive; x = not tested or not shown; [ ] = dose if it differs, or a comment. Unless noted, calls come from the whole dose curve; as a rule, active = well fitted curve in the direction sought with a large enough effect; inconclusive = small, poorly fitted or top-dose-only effect, or another doubt; inactive = no such curve, though single readings can be large; an effect the other way counts as inactive or inconclusive. This is a subset; rates above refer to the full screens.
SMILES,DRD3 agonist,KB-V1 MDR tox,GLP1R inv ag,PTHR1 agonist,GLP-1R agonist,HEK293 tox,TDP43 rescue,D3 antag,aSyn rescue
CCOc1c(OC)cccc1C1CC(=O)Nc2cc(OC)c(OC)cc21 (stereo not given),-4,-29%,26%,3%,4%,-3%,-2%,-2,2%
CN(C)CCCN1C(=O)c2oc3ccc(F)cc3c(=O)c2C1c1cccnc1 (stereo not given),0,12%,11%,i,2%,2%,24%,-21,5%
COc1ccc2c(c1)c(C(=O)CN1CCN(c3ccccc3)CC1)c(C)n2C,-6,-10%,12%,i,10%,-4%,-9%,-9,-10%
O=C(NCc1cccs1)c1noc2c1CCCC2,-21,-23%,0%,i,5%,-11%,-31%,4,0%
COc1ccccc1Cn1c(C(C)C)nc2ccccc21,-4,u,u,i,11%,-14%,1%,-15,-16%
O=C(CN(c1ccccc1F)S(=O)(=O)c1ccccc1)Nc1ccc2c(c1)OCCO2,2,x,u,-11%,-5%,-6%,3%,8,7%
CC(=O)N[C@@H](Cc1c[nH]c2ccccc12)C(=O)NC1CCCc2ccccc21 (stereo not given in full),2,u,-17%,i,13%,-2%,-12%,6,-1%
CCc1ccc(S(=O)(=O)/N=C2\C=C(NS(=O)(=O)c3ccccc3)C(=O)c3ccccc32)cc1,-13,0%,-6%,i,-4%,u,-13%,u,u
COc1ccc2nc(NC(=O)c3ccc(NC(=O)C4CCCO4)cc3)sc2c1 (stereo not given),0,1%,4%,-24%,12%,-9%,4%,80,-1%
CC(C)NC(=O)c1ccc(NC(=O)CC2SC(N3CCCCC3)=NC2=O)cc1 (stereo not given),0,-15%,3%,3%,-3%,26%,0%,-19,-3%
COc1ccc(-c2n[nH]c3c2CN(C(=O)c2ccc(F)cc2)CC3)cc1,-3,2%,41%[activator],0%,-5%,-9%,6%,-26,-4%
Cc1ccccc1CNC(=O)C(C)Sc1ccccc1 (stereo not given),1,5%,-10%,12%,0%,0%,1%,-17,-4%
COc1ccc(OC)c(Nc2cc(C)nc3ccc(C)cc23)c1,-18,5.2µM*,u,i,10%,u,2%,-24,-5%
COc1cc(CCC(=O)Nc2ccc(S(=O)(=O)N3CCOCC3)cc2)cc(OC)c1OC,-2,-4%,-16%,i,-5%,1%,19%,11,-1%
Cc1ccc(CN(C)C[C@H]2OCc3cnnn3CCCC(=O)N([C@@H](C)CO)C[C@@H]2C)cc1,-5,1%,7%,-20%,2%,-15%,3%,-7,-7%
C(=N\Nc1nc2ccccc2[nH]1)/C1CCCCC1,-2,-13%,-32%,-77%[inhibitor],1%,u,16%,2,4%
CC(=O)Nc1ccc(S(=O)(=O)Nc2cc(-c3cn4ccccc4n3)ccc2C)cc1,-3,3%,1%,i,x,-5%,-7%,x,x
CCCCc1ccc(-c2c(C#N)c(N)nc3c2CCCC3)s1,-1,-7%,-5%,-14%,-3%,-10%,-1%,-7,-3%
CC(=O)Nc1ccc(NC(=O)C(C)OC(=O)c2ccc(C)s2)cc1 (stereo not given),-3,21%,-15%,i,5%,9%,-20%,-9,-1%
CC[C@]12C(=O)N(C)C[C@H]([C@@H]3C(=O)N(C)C(=O)[C@@H]31)N2C(=O)c1ccc(Cl)cc1,6,1%,9%,-22%,2%,10%,-3%,11,-1%
O=C(NCC(c1cccs1)N1CCOCC1)c1ccccc1NS(=O)(=O)c1ccc(Cl)cc1 (stereo not given),5,12µM*,u,-39%[inhibitor],4%,u,-4%,8,3%
COC(CNC(=O)c1cnn2c(C)c(Cc3ccccc3)c(C)nc12)OC,-2,u,-10%[0.307 µM],-18%,-3%,-5%[0.307 µM],3%,10,-7%
Cc1cccc2cc(CN(CCN(C)C)C(=S)Nc3ccccc3)c(=O)[nH]c12,-13,23µM*,5%,-21%,5%,4%,-24%,-4,-9%
CCOC(=O)C(C)Oc1cccc2c(=O)n(CC(=O)Nc3ccc(OC)cc3)ccc12 (stereo not given),-11,u,7%,15%,2%,1%,-2%,0,-2%
CCn1cc(/C=C(\NC(=O)c2ccccc2OC)C(=O)N2CCN(C)CC2)c2ccccc21,28,-24%,-12%,i,4%,-22%,4%,5,0%

# By substructure: the compounds so far with two or more sulfur atoms.
SMILES,DRD3 agonist,KB-V1 MDR tox,GLP1R inv ag,PTHR1 agonist,GLP-1R agonist,HEK293 tox,TDP43 rescue,D3 antag,aSyn rescue
CCc1ccc(S(=O)(=O)/N=C2\C=C(NS(=O)(=O)c3ccccc3)C(=O)c3ccccc32)cc1,-13,0%,-6%,i,-4%,u,-13%,u,u
O=C(NCC(c1cccs1)N1CCOCC1)c1ccccc1NS(=O)(=O)c1ccc(Cl)cc1 (stereo not given),5,12µM*,u,-39%[inhibitor],4%,u,-4%,8,3%

# The list continues:
SMILES,DRD3 agonist,KB-V1 MDR tox,GLP1R inv ag,PTHR1 agonist,GLP-1R agonist,HEK293 tox,TDP43 rescue,D3 antag,aSyn rescue
CCC1ON(c2ccccc2)C2c3nc4ccccc4n3CC12 (stereo not given),16,-24%,6%,-13%,-3%,u,-11%,-5,4%
CC(=O)c1ccccc1NC(=O)COC(=O)c1c(C)nn(-c2ccccc2)c1C,4,-5%,5%,-30%[inhibitor],11%,-7%,24%,12,-15%
CC1Cc2ccccc2N1C(=O)C(C)n1cc(C(F)(F)F)cc(Cl)c1=O (stereo not given),5,-5%,u,12%,-5%,4%,10%,-19,-1%
COc1ccc([C@H]2CC(=O)C=C(c3ccc(C)c4ccccc34)C2)cc1,-2,16%,u,i,10%,12%,u,-7,14%
COc1cc(C)c(NC(=O)C(=S)N2CCCC2)cc1C,1,-2%,8%,-25%,2%,22%,0%,3,1%
COc1ccc(C2=NN(C(C)=O)C(c3ccccc3)C2)cc1 (stereo not given),-1,-2%,11%,-13%,22%,5%,14µM*,23,9%
O=C(NCc1n[nH]c(=S)n1-c1cccc(C(F)(F)F)c1)c1ccco1,-5,13%,4%,-22%,4%,-8%,2%,-8,1%
OC(c1ccccc1)(c1nc(-c2cccc(C(F)(F)F)c2)cs1)C(F)(F)F (stereo not given),-7,u,u,i,-3%,u,-92%[inhibitor],-19,-84%[inhibitor]
CN(Cc1ccccc1)c1ccc2cc(S(=O)(=O)N3CCCCC3)ccc2n1,-3,u,25%,i,x,23%,22%,x,x
CC(C)CCNC(=O)CN(Cc1ccccc1)C(=O)CCC(=O)Nc1ccccn1,-13,-1%,14%,-20%,11%,-10%,-19%,-11,1%
COc1ccc(C(=O)C=Cc2cccs2)c(O)c1,-8,-3%,u,-9%,18%,-9%,12%,0,-26%
COc1ccc(NC(=O)CN(C)CC(=O)N(CC(C)C)c2c(N)n(CC(C)C)c(=O)[nH]c2=O)cc1,1,0%,13%,-5%,0%,5%,13%,10,-5%
O=C(CN1CCOCC1)Nc1ncccn1,1,4%,0%,i,-3%,-2%,5%,3,5%
Cc1cccc(N2CCN(S(=O)(=O)c3cccs3)CC2)c1C,-8,-27%,-21%,-36%[inhibitor],4%,4%,19%,-6,-1%
Cc1nc(SCC(=O)NC2CCCC2)c2oc3ccccc3c2n1,-5,u,3%,i,-7%,-19%,8%,16,u
O=C(CSc1nc(O)c(C2CCCCC2)c(=O)[nH]1)Nc1ccc(Cl)cc1,-9,0%,-22%,i,-6%,0%,20%,0,-2%
S=C(c1ccccc1)N(c1ccccc1)c1ccccc1,-23,-27%,-33%,i,-6%,-8%,-20%,-9,-4%
N#CC(C(=O)CCN1C(=O)C2CC=CCC2C1=O)c1nc2ccccc2[nH]1 (stereo not given),1,0%,1%,i,-4%,-4%,-12%,76,-2%
Cc1[nH]n(-c2cccc(Cl)c2)c(=O)c1C=NCc1ccco1,1,2%,17%,-38%,13%,-22%,13%,-2,6%
COc1cccc(-c2ccc(C#N)c(SCC(=O)NCCc3ccc(Cl)cc3)n2)c1,-6,-14%,-6%,i,0%,-9%,12%,-8,-2%
O=C1C2C3c4ccccc4C(c4ccccc43)C2c2nc3ccccc3n21 (stereo not given),2,-17%,4%,i,-13%,-7%,4%,2,9%
Oc1c(C(Nc2nc3ccccc3s2)c2ccco2)ccc2cccnc12 (stereo not given),5,u,-12%,i,-25%,-2%,20µM*,-7,-14%
Cc1cc(NC(=O)c2ccccc2NS(=O)(=O)c2c(C)c(C)cc(C)c2C)no1,10,-3%,-29%,-16%[57.5 µM],0%,-21%,-18%,7,-6%
Cc1ccccc1C(=O)N1CCC(C(=O)Nc2ccc(S(=O)(=O)N(C)C(C)C)cc2)CC1,-2,5%,-1%,i,-10%,-29%,-8%,3,-13%
CCCN(CC(=O)Nc1ccccc1C)C(=O)COc1c(Cl)cccc1Cl,-5,5.8µM*,-16%,-16%,1%,u,8%,21,-2%
COC(=O)[C@@]1(C(C)C)N=C(c2cc(OC)c(OC)c(OC)c2)[C@]2(O1)C(=O)N(C)c1ccccc12,6,54%,20%,-16%,14%,-10%,7%,4,-7%
CC(=O)NC(Cc1ccccc1)Cc1ccccc1,12,0%,-2%,i,9%,-4%,4%,2,-5%
OC(CNC1CCCCC1)COCCOc1ccc(Br)cc1 (stereo not given),-5,23µM*,u,i,-6%,-27%,-16%,-5,1%

# Another view of three compounds above:
Structure	DRD3 agonist	KB-V1 MDR tox	GLP1R inv ag	PTHR1 agonist	GLP-1R agonist	HEK293 tox	TDP43 rescue	D3 antag	aSyn rescue
CCC1ON(c2ccccc2)C2c3nc4ccccc4n3CC12 (stereo not given)	16	-24%	6%	-13%	-3%	u	-11%	-5	4%
Cc1ccccc1C(=O)N1CCC(C(=O)Nc2ccc(S(=O)(=O)N(C)C(C)C)cc2)CC1	-2	5%	-1%	i	-10%	-29%	-8%	3	-13%
CC(C)CCNC(=O)CN(Cc1ccccc1)C(=O)CCC(=O)Nc1ccccn1	-13	-1%	14%	-20%	11%	-10%	-19%	-11	1%

# Source: PubChem BioAssay
